# PGE2 EP2 inh: human EP2 receptor antagonists, primary screen, TR-FRET cAMP, C6 glioma cells; Prostaglandin E2 receptor EP2 subtype (Homo sapiens), P43116; C6 glioma cells expressing human EP2; cells stimulated with saturating PGE2; inhibition, % at 25 µM; 0.52% of 260,000 active; AID 1422, 2008;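 active = percent inhibition above 40 after rounding to a whole number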;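 note: rat C6 glioma host cells with rolipram phosphodiesterase inhibitor present; the protocol text gives 20 µM as final concentration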
# Target sequence (P43116 whole entry, looked up): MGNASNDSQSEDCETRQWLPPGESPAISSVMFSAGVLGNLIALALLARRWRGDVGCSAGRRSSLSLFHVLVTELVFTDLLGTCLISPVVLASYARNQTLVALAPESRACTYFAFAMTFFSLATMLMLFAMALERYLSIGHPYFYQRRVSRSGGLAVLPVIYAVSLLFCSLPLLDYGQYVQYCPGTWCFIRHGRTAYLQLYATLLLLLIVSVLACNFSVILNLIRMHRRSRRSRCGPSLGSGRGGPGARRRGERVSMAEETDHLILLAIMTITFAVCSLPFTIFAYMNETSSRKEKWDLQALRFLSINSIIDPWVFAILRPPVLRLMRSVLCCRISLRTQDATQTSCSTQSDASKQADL
# zfTRPN1 agonist: zebrafish TRPN1 channel agonists, primary screen, cell-based, HEK293, calcium fluorescence | HEK293 zebrafish TRPN1-YFP, Fluo-8 calcium fluorescence; 100% = response to 87 µM carbachol | activation, % at 3 µM | 0.18% of 220,000 active | AID 1424, 2008;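 active = activation above its plate's cutoff, the mean activation of test wells on that plate plus 3 SD, cut at about 19% in these data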;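 note: 0% = DMSO alone and 100% = 87 µM carbachol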
#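 Material: zebrafish TRPN1-YFP in HEK293 cells. Doses: one dose of 3 µM, 0.3% DMSO. Incubation: dye 1 h 37 °C plus 30 min RT. Measured by: intracellular calcium fluorescence with Fluo-8.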
# TRPML3 ag: human TRPML3 channel agonists, primary screen, cell-based, HEK293 TRPML3-YFP, Fluo-8 calcium fluorescence, 3 µM; Mucolipin-3 (Homo sapiens), Q8TDD5; 100% = the carbachol control signal; activation, % at 3 µM; 0.29% of 220,000 active; AID 1448, 2008;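 active = activation above its plate's cutoff, the mean activation of the plate's test wells plus 3 SD, cut at about 12% in these data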;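 note: 0% = DMSO only wells and 100% = carbachol wells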
#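 Test system: HEK293 cells stably carrying human TRPML3-YFP; Doses: single dose, 3 µM final nominal compound, 0.3% DMSO final; Schedule: dye loading 1 h 37 °C then 30 min ambient, 125 s read; Technique: Fluo-8 calcium fluorescence; Benchmarks: high control carbachol 87 µM, low control DMSO.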
# EP2 modulator: EP2 receptor modulators, cAMP readout, primary screen, cell-based, HTRF cAMP, PGE2 stimulation; EP2-expressing cells, cAMP HTRF FRET, PGE2 co-stimulation; induction, % at 25 µM; 0.83% of 260,000 active; AID 940, 2007;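 active = compounds whose cAMP rise, as percent of the full-agonist control response, exceeds 60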;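 note: rat C6 glioma line stably carrying human EP2 under a CMV promoter; the protocol text gives 20 µM as final concentration; 100% = response of wells given 1 µM PGE2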
# NPY1 pot ag: NPY-Y1 receptor potentiators or agonists, primary screen, cell-based. Neuropeptide Y receptor type 1 (Homo sapiens), P25929. NPY-Y1 expressing cells, potentiator/agonist activation. activation, % at 3.6 µM. 0.37% of 220,000 active; in the data active = activation above about 33%, passing the limit was not always enough;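 note: cells stimulated with NPY at EC10 then isoproterenol at EC100; 0% = low agonist plus stimulus and 100% = saturating agonist plus stimulus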
# Target sequence (P25929 whole entry, looked up): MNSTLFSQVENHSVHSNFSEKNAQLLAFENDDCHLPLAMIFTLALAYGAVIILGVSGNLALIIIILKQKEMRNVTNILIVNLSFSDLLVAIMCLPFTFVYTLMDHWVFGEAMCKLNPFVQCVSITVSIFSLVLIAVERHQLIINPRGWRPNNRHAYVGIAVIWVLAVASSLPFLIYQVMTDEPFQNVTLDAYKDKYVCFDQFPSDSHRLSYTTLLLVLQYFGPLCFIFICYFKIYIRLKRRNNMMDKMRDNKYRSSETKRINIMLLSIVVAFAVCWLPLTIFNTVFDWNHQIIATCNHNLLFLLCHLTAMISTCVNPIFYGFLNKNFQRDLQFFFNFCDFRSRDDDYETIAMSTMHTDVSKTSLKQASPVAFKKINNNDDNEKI
# PPC-1+TRAIL kill: compounds killing PPC-1 cancer cells with TRAIL present, primary screen, TRAIL potentiator project, ATPLite luminescence, uHTS; PPC-1 cells + TRAIL, ATPLite viability luminescence; AID 1443, 2008; cell killing (% activity), % at 4 µM; 0.41% of 220,000 active;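 active = cell killing above 50% in the first pass at 4 µM, then a duplicate retest at 5 µM averaging 50% or more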;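 note: plate controls were cells with TRAIL plus DMSO for no effect and medium-only wells lacking cells for full effect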
# NPY Y1 blocker: NPY-Y1 receptor antagonists, primary screen, cell-based; AID 1040, 2008; Neuropeptide Y receptor type 1 (Homo sapiens), P25929; 1% of 200,000 active; HEK293-CNG Y1 cells, membrane potential fluorescence; NPY at EC95, then isoproterenol; inhibition, % at 3.6 µM;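 active = inhibition above the campaign mean inhibition of all tested compounds plus 3 SD, cut at about 20% in these data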;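 note: 0% = DMSO wells given NPY plus isoproterenol and 100% = isoproterenol alone without NPY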
#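 Material: HEK293 cells co-expressing NPY Y1 receptor and cyclic-nucleotide gated channel. Timing: compound incubation 1 h at room temperature, readout 45 min post-stimulation. Signal: fluorescence, membrane potential probe.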
# 14-3-3 Bad PPI: inhibitors of 14-3-3 zeta/Bad binding, primary screen, biochemical, TR-FRET, bovine 14-3-3 zeta; AID 781, 2007; 0.71% of 220,000 active; inhibition, % at 21.7 µM; 14-3-3 protein zeta/delta (Bos taurus), P63103; TR-FRET 14-3-3zeta/Dy647-pBad peptide displacement, 1 h;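 active = inhibition above about 70%, limit read from the data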;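 note: 0% = full 14-3-3 plus peptide FRET controls and 100% = background without 14-3-3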
# Target sequence (P63103 whole entry, looked up): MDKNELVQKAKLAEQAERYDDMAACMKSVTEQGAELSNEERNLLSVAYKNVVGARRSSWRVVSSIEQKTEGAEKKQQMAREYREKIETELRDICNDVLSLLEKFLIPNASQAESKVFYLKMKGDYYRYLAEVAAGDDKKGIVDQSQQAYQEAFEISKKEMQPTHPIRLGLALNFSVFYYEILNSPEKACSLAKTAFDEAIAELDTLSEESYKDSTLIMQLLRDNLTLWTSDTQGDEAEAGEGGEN
# CHOP inhibitor: inhibitors of CHOP promoter induction, primary screen, cell-based, unfolded protein response, luciferase reporter. AID 2732, 2010. inhibition, % at 10 µM. CHO-K1 CHOP-promoter luciferase, tunicamycin-induced, 15-18 h. 3.8% of 220,000 active;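 active = compounds that reduced the stress-induced luciferase reporter signal by more than about 70% of percent inhibition, limit read from the data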;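 note: 0% = tunicamycin plus vehicle and 100% = wells without tunicamycin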
# Active calls of the source: *; / = not tested or not shown; & = joins results of further samples; [ ] = remark or other dose. The list is partial (hit frequency here may not be typical).
SMILES,PGE2 EP2 inh,zfTRPN1 agonist,TRPML3 ag,EP2 modulator,NPY1 pot ag,PPC-1+TRAIL kill,NPY Y1 blocker,14-3-3 Bad PPI,CHOP inhibitor
Cc1ccc(S(=O)(=O)N2CCN(C(=O)c3ccccc3)C2C(C)C)cc1 (configuration not stated),5,0.7,2.1,11,13,7,13,2,-20
O=c1c2c(nc3nc(NCc4ccc(Cl)cc4)[nH]n13)CCC2,8,1.8,0.1,19,9,1,1,-10,-7
O=C(CNC(=O)C12CC3CC(CC(C3)C1)C2)OCc1cc(=O)n2cc(Br)ccc2n1,7,0.3,-0.2,15,-9,6,3,-5,9
CCOCCCNC(=O)C1CCN(S(=O)(=O)N2CCCCC2)CC1,/,0.2,0.5,13,-4,8,-2,-4,9
Fc1ccc2[nH]c3c(N4CCN(Cc5ccc6c(c5)OCO6)CC4)ncnc3c2c1,/,5.4,1.3,/,-17,14,-4,/,/
S=c1[nH]c2cc(-c3ccccc3)ccc2o1,5,2.4,0.8,3,2,0,/,-6,1
CNC(=O)CSc1nc2nn(-c3ccccc3)c(=O)c-2c2n1CCCCC2,8,0.6,-0.4,-2,13,34,4,-6,-8
COc1ccc(NC(=O)CN2CCCC(C)C2)c([N+](=O)[O-])c1 (configuration not stated),9,-1.1,0.6,39,-20,-5,7,-4,101*
CC(C)Sc1nnc([C@H](C)NC(=O)OC(C)(C)C)o1,2,1.4,-0.4,7,-5,-5,-4,5,50
CCCc1nc(C)c(-c2ccc(OC)c(OC)c2)c(=O)[nH]1,6,-0.7,0.5,12,0,1,-2,6,4
CCOC(=O)c1cccc(NC(=O)CCc2nc(-c3ccccc3F)no2)c1,20,0.3,0.5,-52,3,22,5,6,40
CC(OC(=O)c1cc2c(s1)CCCCC2)C(=O)NC(N)=O (configuration not stated),11,0.3,0.4,-10,25,-21,4,4,33
Cn1c(=O)[nH]c(=O)c2c1ncn2CCN1CCCCC1,10,1.6,0.7,6,-20,5,2,7,32
O=C(Nc1cccnc1)C1CC(c2ccc(Cl)c(Cl)c2)=NO1 (configuration not stated),1&11,-0.3,-0.1,34&-83,1,10,3,4,14
COC(=O)c1ccc(CN2C(=O)c3ccccc3S2(=O)=O)cc1,6,0.4,0.4,-2,-25,15,-1,6,12
Cc1ccc(NC(=O)CSc2nc(C)c(Cc3ccccc3)c(=O)[nH]2)cc1,6,0.3,0.5,4,20,16,-1,-10,46
COC(=O)CSC1=C(C#N)C(c2cccc(OC)c2)CC(=O)N1 (configuration not stated),13,0.4,0.0,7,10,19,2,-3,12
COc1ccc(OC)c2sc(N3CCN(c4ccccc4)CC3)nc12,5,-1.3,-0.6,/,-4,/,12,/,/
CCOC(=O)C1=C(C)NC(=O)NC1c1cccs1 (configuration not stated),5,0.2,-0.4,14,-5,-4,0,-12,19
Cc1ccccc1/C=C1\SC(=S)N(/N=C/c2cc([N+](=O)[O-])ccc2O)C1=O,7,-0.4,0.0,-45,6,6,1,-16,19
O=[N+]([O-])c1ccc(Nc2ccccc2)nc1,6&4,-2.8,-0.3,-46&-51,1,20,-1,-15,5
Nc1c(C(=O)Nc2nc3ccccc3s2)sc2nc(-c3cccs3)ccc12,8,1.2,1.4,-31,-1,24,3,96*[fluorescence artefact?],102*
COc1ccc(/C=C/C(=O)Oc2ccc(/C=N/NC(=O)COc3c(C)cccc3C)cc2)cc1,-4,-0.5,1.1,-18,-21,-6,-4,10[fluorescence artefact?],11
O=C(Nc1ccccc1)N(CCCN1CCOCC1)Cc1ccccc1F,14,0.8,0.5,-18,-26,4,1,0,37
CC1CN(C(=S)c2cccc([N+](=O)[O-])c2)CC(C)O1 (configuration not stated),6,0.2,0.5,7,-5,1,-2,5,-1
O=C(Nc1ccccn1)c1cccc(S(=O)(=O)N2CCCCC2)c1,3,-0.3,0.5,-2,-4,13,-5,9,15
Cc1cc2ncc(S(=O)(=O)c3ccccc3)c(N)n2n1,7,-0.3,1.1,-9,3,-5,-2,-4,-3
COc1ccc(C(C(=O)NCC2CCCO2)N(C(=O)CNC(=O)c2cccs2)c2ccccc2C)cc1OC (configuration not stated),3,0.7,0.2,-15,3,/,-4,-1,18
CCN(CC)C(=S)SCC(=O)Nc1ncc2c(n1)CCCC2=O,7,0.8,0.9,-34,-10,0,/,1,-5
O=C(CCNS(=O)(=O)c1ccc(Br)cc1)NCc1ccc2c(c1)OCO2,8,-1.2,-0.3,-7,-16,-12,1,9,-7
O=C(COC(=O)c1ccccc1NS(=O)(=O)c1cccs1)NC1CCCCC1,12,0.2,0.4,12,-8,9,6,4,11
O=C(CCc1ccccc1)N1CCN(c2ccc(Cl)cc2)CC1,9,-0.4,0.9,-7,-20,5,7,0,3
CCCCCC(=O)NC(NC(=S)N1CCOCC1)C(Cl)(Cl)Cl (configuration not stated),7,1.0,0.5,-4,-7,12,-2,-14,11
Cc1ccc(C)c(-n2c(SCC(=O)Nc3nnc(C)s3)nnc2-c2ccoc2C)c1,12&12,1.0,-0.1,16&0,6,-2,5,0,3
CCOC(=O)CSc1nc2c(sc(=S)n2-c2ccccc2)c(=O)[nH]1,2,-0.8,-1.1,23,-32,12,13,8[fluorescence artefact?],-21
CC(=O)Nc1ccc(SCC(=O)N(CCC#N)c2ccc(C)cc2)cc1,13,2.0,0.4,5,-2,8,-1,3,20
CCc1nc2ccccc2n1CC(=O)N1CCN(S(=O)(=O)c2cccc(C(F)(F)F)c2)CC1,6,-1.2,-0.2,32,14,-7,1,-14,8
Oc1ccc(N2CCN(c3ncnc4sc5c(c34)CCC5)CC2)cc1,11,-0.6,-0.4,-15,-20,8,4,13,61
CC(=O)C1=C(C)N(Cc2ccccc2)C(=O)N[C@H]1c1cccc(C(F)(F)F)c1,10,3.8,0.2,31,4,16,-1,-12,22
O=C(COc1ccc(Br)cc1Cl)NC(=O)Nc1ccc2c(c1)OCCO2,7,-0.1,0.6,-7,4,21,4,-3,-24
Cc1cc(Nc2cccc(Cl)c2)nc(NCc2ccccc2)n1,6,0.4,2.9,-22,-21,16,9,-1[fluorescence artefact?],106*
CSC1=NC2(CCCCC2)C2=C(CCCC2)N1,11,2.5,1.2,3,-1,6,0,-4,-17
COc1cc(OC)nc(NC(=O)CN2CCN(c3ccc(F)cc3)CC2)n1,6,2.1,0.0,7,-25,30,2,4,39
Cc1ccc(NC(=O)NCCCN2CCOCC2)cc1,8,-0.1,1.0,6,-4,-23,2,-11,31
COc1cccc(COCCN2CCN(S(=O)(=O)c3ccc(C)cc3)CCC2=O)c1,7,-0.6,0.5,32,-15,5,2,4,17
COc1ccc(/C([O-])=C(/C(=S)Nc2ccc(C)c(C)c2)n2c[n+](C)c3ccccc32)cc1OC,5,0.6,0.3,-6,-1,35,-4,-21,16
Cc1ccc(N2CCN(c3ccc(C)cc3)C2c2ccncc2)cc1,11,-1.0,0.1,41,18,8,2,5,77*
CCc1ccccc1S(=O)(=O)Cc1ccc(C(=O)NC(C)C)o1,6,-0.8,-0.4,/,-8,/,6,/,/
CCOC(=O)c1c(NC(=O)CSc2n[nH]c(-c3ccco3)n2)sc(C)c1C,10,-1.2,-1.1,27,-44,25,8,-5[fluorescence artefact?],33
Cc1cc(O)c(-c2cc(C(=O)NCc3ccc4c(c3)OCO4)[nH]n2)cc1C,5,0.3,0.5,-42,-22,12,7,0[fluorescence artefact?],29
# Following part:
SMILES,PGE2 EP2 inh,zfTRPN1 agonist,TRPML3 ag,EP2 modulator,NPY1 pot ag,PPC-1+TRAIL kill,NPY Y1 blocker,14-3-3 Bad PPI,CHOP inhibitor
Cc1cc(=O)c(C(=O)O)cn1-c1ccc(C(C)C)cc1,11,0.5,0.4,-11,14,7,7,9,1
COc1cc(C)c(/C=C(\C#N)C(=O)Nc2cccc(C)c2)cc1C(C)C,7,-0.3,1.0,21,-23,24,14,-24,30
CC1Cn2c(nnc2-c2cc3ccccc3cc2O)S1 (configuration not stated),22,-0.9,-0.7,-15,4,25,0,-14,22
O=C(Cn1cnc2c(nnn2-c2cccc(Cl)c2)c1=O)NCc1ccccc1,7,0.0,1.0,-16,-2,15,3,12,12
Cc1cccc(NC(=O)c2c([N+](=O)[O-])c(C(C)(C)C)nn2C)c1,6,1.3,0.7,-49,-7,8,0,-3,-17
CN(C)CC(C)(C)CNC(=S)Nc1ccc(S(=O)(=O)N2CCOCC2)cc1,9,1.6,1.0,-25,11,11,3,-20,18
O=C(CCNC(=O)Cn1cnc2ccccc2c1=O)NCC1COc2ccccc2O1 (configuration not stated),10,0.4,0.3,12,-4,-8,3,15,25
COc1ccc(C(=O)O)cc1S(=O)(=O)Nc1cccc(C)c1,11,0.7,0.3,-11,-9,11,-4,-7,20
Cc1ccc(C(=O)CSc2nnc(-c3ccco3)o2)o1,16,-1.3,-0.2,-6,9,-8,-3,61,28
CNCc1cc(Cl)cc(OC)c1OC(C)C,5,-0.1,1.7,45,-5,-9,24*,10,-20
O=C(CSc1ccccc1C(=O)NCCCN1CCCC1=O)NCc1ccco1,8,-0.2,-0.1,37,4,-15,10,14[fluorescence artefact?],34
COc1ccc(C(=O)NNC(=O)C(=O)NCc2ccccc2)cc1,8,-0.3,0.0,52,2,4,0,-9,38
O=C(NC(=S)Nc1cccc(Cl)c1N1CCCCC1)c1ccc2c(c1)OCCO2,4,-0.3,0.8,2,-14,1,6,-10,35

# CHOP inhibitor: entries above that show a hit
canonical_smiles | TRPML3 ag | EP2 modulator | NPY1 pot ag | NPY Y1 blocker | 14-3-3 Bad PPI | CHOP inhibitor
COc1ccc(NC(=O)CN2CCCC(C)C2)c([N+](=O)[O-])c1 (configuration not stated) | 0.6 | 39 | -20 | 7 | -4 | 101*
Nc1c(C(=O)Nc2nc3ccccc3s2)sc2nc(-c3cccs3)ccc12 | 1.4 | -31 | -1 | 3 | 96*[fluorescence artefact?] | 102*
Cc1cc(Nc2cccc(Cl)c2)nc(NCc2ccccc2)n1 | 2.9 | -22 | -21 | 9 | -1[fluorescence artefact?] | 106*
Cc1ccc(N2CCN(c3ccc(C)cc3)C2c2ccncc2)cc1 | 0.1 | 41 | 18 | 2 | 5 | 77*

# High-throughput results as filed in PubChem.
